# Assay outcomes as filed in PubChem BioAssay.
# TRPC4 agonist: opens the mouse TRPC4 cation channel; Q9QUQ5; HEK293 TRPC4beta/mu-opioid, Fluo4 calcium fluorescence; active compounds read high; B-score at 10 µM; 310,000 tested, 0.49% active; AID 2237;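 active = B-score above 5 SD of library B-scores, and initial fluorescence ratio not above library mean plus 5 SD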;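 note: positive B-score marks a calcium rise read as TRPC4 activation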
# Target sequence (Q9QUQ5 whole entry, looked up): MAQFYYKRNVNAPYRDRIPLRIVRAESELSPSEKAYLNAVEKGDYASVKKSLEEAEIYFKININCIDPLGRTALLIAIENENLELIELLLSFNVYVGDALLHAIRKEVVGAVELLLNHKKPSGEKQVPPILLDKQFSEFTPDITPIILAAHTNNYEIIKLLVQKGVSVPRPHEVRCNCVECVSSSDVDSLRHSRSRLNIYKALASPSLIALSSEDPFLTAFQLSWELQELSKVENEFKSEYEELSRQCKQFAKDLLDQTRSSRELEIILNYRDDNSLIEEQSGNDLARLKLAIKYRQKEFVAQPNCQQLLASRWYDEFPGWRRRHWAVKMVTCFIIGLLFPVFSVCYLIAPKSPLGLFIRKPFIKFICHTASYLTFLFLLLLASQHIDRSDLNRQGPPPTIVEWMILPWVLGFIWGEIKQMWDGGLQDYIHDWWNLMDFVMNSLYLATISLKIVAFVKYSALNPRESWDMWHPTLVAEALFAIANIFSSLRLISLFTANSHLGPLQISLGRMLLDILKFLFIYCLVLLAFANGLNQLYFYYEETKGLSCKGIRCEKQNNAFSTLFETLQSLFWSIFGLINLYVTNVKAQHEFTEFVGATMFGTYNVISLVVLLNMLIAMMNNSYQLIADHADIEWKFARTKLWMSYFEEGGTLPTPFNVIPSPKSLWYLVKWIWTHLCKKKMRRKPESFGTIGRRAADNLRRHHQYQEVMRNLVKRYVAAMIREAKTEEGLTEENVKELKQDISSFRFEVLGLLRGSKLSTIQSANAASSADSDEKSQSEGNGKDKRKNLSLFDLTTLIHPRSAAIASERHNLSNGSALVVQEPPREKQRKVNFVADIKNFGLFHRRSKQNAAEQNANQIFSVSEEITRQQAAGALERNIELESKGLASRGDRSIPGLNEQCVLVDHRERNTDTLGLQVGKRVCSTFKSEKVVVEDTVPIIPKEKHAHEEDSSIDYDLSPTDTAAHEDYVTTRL
#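 System: HEK293 cells stably co-expressing mouse TRPC4beta and mu-opioid receptor; Schedule: Fluo4 dye loading 45 min at room temperature, 110 s recording; Detection: Fluo4 fluorescence, kinetic; Evaluation: B-scored integrated calcium fluorescence ratio; Controls: buffer (low) and maximal DAMGO (high).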
# KCNK9 block: blocks the human KCNK9 two-pore domain potassium channel; Q9NPC2; HEK293 KCNK9, FluxOR thallium flux fluorescence; active compounds read low; B-score at 10 µM; 310,000 tested, 1.2% active; AID 488922;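 active = ratio B-score over 3 SD below the library mean, with starting fluorescence within 5 SD of its mean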;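 note: negative B-score means less thallium flux so channel inhibition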
# TRPC4 PAM: allosterically enhances the mouse TRPC4 cation channel; B-score at 10 µM; HEK293 TRPC4beta/mu-opioid, DAMGO EC20, Fluo-4 Ca2+ flux; active compounds read high; 310,000 tested, 0.42% active;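 active = B-score of calcium response area above 5 SD of library B-scores, with initial fluorescence ratio within 5 SD of library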;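 note: B-score of integrated fluorescence ratio over time as area under calcium response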
# TRPC4 block: TRPC4 (mouse) channel inhibition; HEK293 TRPC4beta/mu-opioid, DAMGO-evoked Fluo4 calcium flux; active compounds read low; B-score at 10 µM; 300,000 tested, 0.39% active; AID 2247;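 active = B-score over 3 SD under the library average, no early fluorescence shift, positive overall ratio signal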
#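 Material: HEK293 cells with stable TRPC4beta plus mu-opioid receptor expression / Probe or stimulus: DAMGO in two steps, submaximal then maximal / Compound: single concentration per test compound / Technique: kinetic Fluo4 fluorescence imaging of calcium influx / Read-out: per-well B score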
# KCNQ1 inh: human KCNQ1 channel inhibition; P51787; AID 2642; 310,000 tested, 1.3% active; CHO-K1 KCNQ1, FluxOR thallium flux fluorescence; active compounds read high; B-score at 10 µM;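 active = compounds whose thallium flux B-score, printed positive for inhibition, exceeds three library SD while starting fluorescence stays within three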;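 note: channel opened by potassium depolarization with thallium stimulus after 20 min compound exposure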
# Dyrk1A ADPGlo: blocks rat Dyrk1A kinase activity | Q63470 | ADP-Glo luminescence, NFATc1 peptide | inhibition, % at 12.5 µM | 310,000 tested, 0.43% active | AID 504441; in the data active = inhibition above about 50%;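 note: plate controls were vehicle with enzyme for no effect and no enzyme for full effect; many of its hits are not listed in these tables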
# hERG rescue: hERG (human) protection from proarrhythmic block; CHO-hERG, FluxOR thallium flux, dofetilide IC70 present; activation (rescue from dofetilide block), less the hit threshold, % at 10 µM; 310,000 tested, 0.51% active;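 active = activation above the mean of controls blocked by dofetilide plus 5 SD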;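 note: thallium influx through hERG after potassium depolarization seen as dye fluorescence rise; in these data hits start at about 4.7%; inactives centre near -7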
# KCNQ1 pot: potentiates or activates the human KCNQ1 potassium channel | B-score at 10 µM | P51787 | 310,000 tested, 0.35% active | AID 2648 | CHO-K1 KCNQ1, thallium flux FluxOR fluorescence; active compounds read high;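 active = fluorescence ratio B-score, a plate-corrected score, at least three library SD, with initial intensity B-score within 5 SD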
#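 Medium – assay buffer, equal DMSO in all wells · Material – CHO-K1 cell line with stable KCNQ1 potassium channel expression · Signal – kinetic FluxOR thallium fluorescence, 10-s 1-Hz baseline, 110-s post-stimulus read · Compound – single concentration per compound, DMSO matched to controls · Schedule – 37 °C overnight plating, 90-min dark dye load, 20-min compound pretreatment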
# PolyA inh: blocks polyadenylation in yeast reporter cells; S. cerevisiae SKY197-pL101 polyadenylation reporter, beta-gal luminescence; efflux-impaired pdr1/pdr3 knockout yeast; score 100 = 6 SD above DMSO; calls only at 12 µM; 300,000 tested, 0.02% active;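 active = lowest replicate activity score at least 50, where 100 means six control SD above control mean; inconclusive = lowest score under 50 but half or more replicates reach 50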;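 note: yeast exposed to compound for 9 h at 30 °C; higher score means more reporter readthrough which indicates perturbed polyadenylation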
# KCNK3 inh: human KCNK3 channel inhibition, primary screen; B-score at 10 µM; CHO-KCNK3 thallium flux, FluxOR fluorescence; active compounds read low; 340,000 tested, 0.84% active;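 active = B-score under library mean minus 4 SD, starting fluorescence ratio at most library mean plus 5 SD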;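 note: more negative B-score means stronger inhibition of thallium flux through KCNK3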
# Platelet DG rel: platelet dense granule release activity; human platelet-rich plasma, SFLLRN dense granule ATP release, luminescence; inhibition, %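 (compounds screened at 7.5 µM in platelet-rich plasma)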; 300,000 tested, 0.22% active; AID 1663;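 active = mean replicate score, as percent of positive control, at or above 50; inconclusive = mean below 50 but at least one replicate at or above 50; inactive = mean and every replicate below 50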
# The depositor's hits bear a star; i = inactive; ? = inconclusive; . = not tested or not shown. An excerpt. The share of hits here may be higher or lower than overall.
Structure,TRPC4 agonist,KCNK3 inh,KCNQ1 inh,KCNK9 block,TRPC4 block,TRPC4 PAM,KCNQ1 pot,Platelet DG rel,Dyrk1A ADPGlo,hERG rescue,PolyA inh
COc1ccc(NC(=O)CNC(=O)c2nn(-c3ccc(OC)c(OC)c3)c(=O)c3ccccc23)c(OC)c1,i,i,i,i,i,i,i,0.7,-4.1,-7.9,i
COC(C[C@@H]1O[C@@H]1[C@H](O)[C@H](C)OCc1ccccc1)OC,i,i,i,i,i,i,i,-1.8,3.9,-7.2,i
CCOC(=O)c1cc(-c2csc(Nc3c(C)cc(C)cc3C)n2)on1,i,i,i,i,i,i,i,.,.,-12.5,i
COCCNC(=O)C(c1cccs1)N(C(=O)Cn1nnc2ccccc21)c1ccc(OC)cc1 (stereo not given),i,i,i,i,i,i,i,-0.7,7.6,-6.1,i
COc1ccc(CCN2C(=S)N(C)C(=O)C2CC(=O)Nc2ccc(F)cc2)cc1 (stereo not given),120*,i,i,i,i,i,i,-4.0,.,-8.5,i
O=C1CCCN1CCCNS(=O)(=O)c1ccc(F)cc1F,i,i,i,i,i,i,i,4.7,-1.5,-3.6,i
N#Cc1ccc2nc3c(nc2c1)CCCC3,i,i,i,i,i,i,i,7.4,-0.7,-3.9,i
C=CCN(CC=C)Cc1ccc(C(=O)OC)o1,i,i,i,i,i,i,i,3.1,-0.3,-13.1,i
Cc1ccn2cc(C(=O)NC3CCN(Cc4ccccc4)CC3)nc2c1,i,i,i,i,i,i,i,1.7,2.4,-8.5,i
COc1ccccc1OCC(=O)NCCS(=O)(=O)N1CCN(c2ccccc2)CC1,i,i,i,i,i,i,i,-0.8,-1.4,-12.5,i
O=S(=O)(c1ccccc1)C1CON(Cc2ccccc2)C1c1ccccc1 (stereo not given),i,i,i,i,i,i,i,4.7,1.0,-2.2,i
COC(=O)CSc1[nH]c2ccc(Br)cc2c1[N+](=O)[O-],i,i,i,i,i,i,i,12.3,0.9,-19.6,i
O=C(c1ccc(CNS(=O)(=O)c2ccc(Br)cc2)cc1)N1CCCCC1,i,i,i,i,i,i,i,-8.2,0.7,-3.7,i
O=C1C=C(NCc2ccco2)CC(c2ccc(Cl)cc2)C1 (stereo not given),i,i,i,i,i,i,i,-4.0,-2.8,-10.7,i
COc1ccc(OCCC(=O)N2CCOCC2)cc1,i,i,i,i,i,i,i,2.5,-1.9,1.7,i
Cc1cc(Nc2ncc(Cl)cc2Cl)n(-c2ccccn2)n1,i,i,i,i,i,i,i,0.1,-2.0,-7.6,i
Cc1cc(OC(=O)N2CCCCC2)cc(C)c1Cl,i,i,i,i,i,i,i,0.6,-4.7,-0.9,i
Cc1cc(Cl)ccc1NC(=S)NCc1ccco1,i,i,i,i,i,i,i,1.0,-4.7,-3.8,i
S=C(NCc1ccccc1)Nc1cccc2ccccc12,i,i,i,i,i,i,i,18.4,.,-7.5,i
Cc1ccc(-c2ccccc2NC(=O)C2C3C=CC(C3)C2C(=O)O)o1 (stereo not given),i,i,i,i,i,i,i,-11.9,.,-2.1,i
O=P(O)(O)C(O)C(F)(F)C(F)(F)C(F)(F)C(F)F (stereo not given),i,i,i,i,i,i,i,1.0,3.7,-6.5,i
Cc1ccccc1NC(=S)NCCc1ccccc1,i,i,i,i,i,i,i,26.3,-1.8,-14.1,i
O=C(c1ccccn1)N1CCN(S(=O)(=O)c2ccc3ccccc3c2)CC1,i,i,i,i,i,i,i,-1.0,.,0.5,i
CC(C)C(NC(=O)c1c(F)cccc1F)C(=O)NC1CC(C)(C)NC(C)(C)C1 (stereo not given),i,i,i,i,i,i,i,-6.1,3.1,-10.5,i
CC(=O)COc1nc2c(c(-c3ccco3)c1C#N)CCc1ccccc1-2,i,.,i,i,i,i,i,-2.3,.,-9.1,i
O=C(NC1CCCCCC1)C(=S)NC1CCCCC1,i,i,i,i,i,i,i,0.4,-9.7,-8.5,i
O=C(O)c1cc(-c2cccs2)nn1-c1ccccc1,i,i,i,i,i,i,i,0.6,.,-4.7,i
COc1ccc(S(=O)(=O)NC(C)C(=O)Nc2cccc(C(C)=O)c2)cc1 (stereo not given),i,i,i,i,i,i,i,13.1,0.8,-1.5,i
COC(=O)C1(CC2CC(c3ccccc3)=NO2)CCN(C(=O)OC(C)(C)C)CC1 (stereo not given),i,i,i,i,i,i,i,-6.1,.,-13.8,i
c1ccc([C@H]2CC3C[C@@H](c4ccccc4)N2O3)cc1,i,i,i,i,i,i,i,2.8,0.2,-9.2,i
O=S(=O)(NCc1ccccc1F)c1cccc(S(=O)(=O)N2CCOCC2)c1,i,i,i,i,i,i,i,-2.7,-6.6,-5.2,i
Cc1cc(F)ccc1S(=O)(=O)N1CCCOC1CNC(=O)C(=O)NCC(C)C (stereo not given),i,i,i,i,i,i,i,-4.0,-1.6,-10.2,i
COc1ccc(NC(=O)CN(C)CC(=O)Nc2cccc(C(F)(F)F)c2)cc1,i,i,i,-11.5*,i,i,i,-7.8,.,-16.4,i
CCOc1cc(C)nc(N2CCC(C(=O)Nc3ccccc3OCC)CC2)n1,i,i,i,i,i,i,i,-7.0,-7.0,-1.3,i
COc1ccc(C(=O)C(CN2CCCC2)c2ccccc2)cc1 (stereo not given),i,i,i,i,i,i,i,-0.3,-2.3,-4.4,i
COC(=O)c1ccnc(/C=N/O)c1,i,i,i,i,i,i,i,-3.1,-6.1,6.2*,i
N/C(=N\OC(=O)CCC1CCCC1)c1cccc([N+](=O)[O-])c1,i,i,i,i,i,i,i,1.8,3.2,-9.3,i
CC(C)N(C(=O)COC(=O)c1ccccc1C(=O)N1CCN(c2ccc(F)cc2)CC1)C(C)C,i,i,i,i,i,i,i,-1.1,-1.3,-22.6,i
CN1C(=O)Cc2cc(S(=O)(=O)N3CCN(c4ccccc4F)CC3)ccc21,i,i,i,i,i,i,i,-10.5,-5.7,-3.2,i
COc1ccccc1N1CCN(C(=O)C2CCCN(S(=O)(=O)c3ccc4c(c3)CCCN4C(C)=O)C2)CC1 (stereo not given),i,i,i,i,i,i,i,5.4,-6.0,-21.8,i
COc1ccc(C(=O)NC2CC2)cc1OC1CCN(Cc2ccc(F)c(F)c2)CC1,i,i,i,i,i,i,i,2.6,0.2,-11.8,i
CCOc1ccc(OCC)c(NC(=O)CCSCCc2ccccn2)c1,i,i,i,i,i,i,i,13.9,-5.9,-8.8,i
CN(C)c1nc(N)c([N+](=O)[O-])c(NCCO)n1,i,i,i,i,i,i,i,11.0,5.7,-7.8,i
Cc1csc(NC(=O)c2ccc(COc3ccccc3)o2)n1,i,i,i,i,i,i,i,-12.1,5.1,-9.7,i
CC1CC(CC(=O)NNc2nc(-c3ccccc3)cs2)C(=O)O1 (stereo not given),i,i,i,i,i,i,i,-4.4,-4.5,-3.0,i
COc1ccc(N(CC(=O)NCc2ccc(Cl)cc2)S(=O)(=O)c2c(C)nn(C)c2C)cc1,i,i,i,i,i,i,i,-0.1,-2.0,-11.2,i
COc1ccccc1OCCSc1nc(C)c(Cc2ccccc2)c(=O)[nH]1,i,.,i,i,i,i,i,-1.2,.,-20.5,i
Cc1cccc(C(=O)OCC(=O)Nc2c(C)nn(-c3ccccc3)c2C)c1O,i,i,i,i,i,i,i,-3.4,-0.2,-13.3,i
COc1cc2c(cc1OC)C(c1c(Cl)cccc1Cl)NC(=O)C2 (stereo not given),i,i,i,i,i,i,i,-0.4,-0.4,1.3,i
CCC(=O)NCCc1nc2ccccc2n1Cc1ccccc1,i,i,i,i,i,i,i,?,-2.7,-7.1,i
CCOc1cc2oc(=O)c3c(c2cc1Cl)CCC3,i,i,i,i,i,i,i,-5.3,3.0,-9.1,i
COc1cc(C2/C(=C(\O)c3ccc4c(c3)OCCO4)C(=O)C(=O)N2Cc2ccccc2)ccc1O (stereo not given),i,i,i,i,i,i,i,7.1,4.7,-5.2,i
Cc1nc2ccc(C(=O)OCc3nnc(-c4ccc(Br)cc4)o3)cc2nc1C,i,i,i,i,i,i,i,9.0,1.0,-6.9,i
Cc1cc(NC(=O)C2CCN(S(=O)(=O)Cc3ccccc3)CC2)ccc1-n1cnnn1,i,i,i,i,i,i,i,-3.5,3.9,-11.1,i
COc1cc(OC)c(NC(=O)c2c(-c3ccccc3)noc2C)cc1Cl,i,i,i,i,i,i,i,-4.0,8.3,-11.3,i
O=S(=O)(NCCc1csc(-c2cccnc2)n1)c1ccc2c(c1)OCCO2,i,i,i,i,i,i,i,?,1.7,-10.6,i
CC(=O)NC(=S)Nc1ccc(NC(=O)c2cccnc2)cc1,i,i,i,i,i,i,i,4.9,-2.7,-7.8,i
Cc1cccc(-n2c(-c3ccncc3)n[nH]c2=S)c1C,i,i,i,i,i,i,i,6.8,.,2.2,i
CC1=CS(=O)(=O)CC1Sc1ncn[nH]1 (stereo not given),i,i,i,i,i,i,i,.,2.7,4.7*,i
CN(C)c1nc(NCc2ccccc2)nc(SCC(=O)Nc2ccc(Cl)c(Cl)c2)n1,i,i,i,i,i,i,i,0.9,2.7,-9.5,i

# (continued)
Structure,TRPC4 agonist,KCNK3 inh,KCNQ1 inh,KCNK9 block,TRPC4 block,TRPC4 PAM,KCNQ1 pot,Platelet DG rel,Dyrk1A ADPGlo,hERG rescue,PolyA inh
CC1(C)Cc2nc3sc4c(N(CCO)CCO)nnnc4c3cc2CO1,i,i,i,i,i,i,i,7.4,.,-17.4,i
O=C(CN1CCCCC1)Nc1nc(-c2ccc(F)c(F)c2)cs1,i,i,i,i,i,i,i,-35.8,0.9,-6.6,i
COc1ccc(NC(=S)N(CCCN2CCOCC2)Cc2ccccn2)cc1,i,i,i,i,i,i,i,-0.8,-3.4,-0.3,i
COc1ccc(CN(CC(=O)NCC2CCCO2)C(=O)CNS(=O)(=O)c2ccccc2)cc1 (stereo not given),i,i,i,i,i,i,i,0.8,-2.8,-5.1,i
